Tb PFK block: qHTS Assay to Find Inhibitors of T. brucei phosphofructokinase; ATP-dependent 6-phosphofructokinase (Trypanosoma brucei brucei), O15648; T. brucei PFK, ADP-Glo luminescence; Potency, µM (titrated, usually from 57.5 µM), for the others: top-dose activity, negative = inhibition, most hits filed as inhibitors; 0.17% of 330,000 active; AID 485367, 2010;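 note: potency is the fitted concentration of half-maximal effect; 0% = uninhibited 1x PFK enzyme wells and -100% = no-enzyme wells; nearly all actives have a fitted effect of over 60% in size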
Target sequence (O15648 whole entry, looked up): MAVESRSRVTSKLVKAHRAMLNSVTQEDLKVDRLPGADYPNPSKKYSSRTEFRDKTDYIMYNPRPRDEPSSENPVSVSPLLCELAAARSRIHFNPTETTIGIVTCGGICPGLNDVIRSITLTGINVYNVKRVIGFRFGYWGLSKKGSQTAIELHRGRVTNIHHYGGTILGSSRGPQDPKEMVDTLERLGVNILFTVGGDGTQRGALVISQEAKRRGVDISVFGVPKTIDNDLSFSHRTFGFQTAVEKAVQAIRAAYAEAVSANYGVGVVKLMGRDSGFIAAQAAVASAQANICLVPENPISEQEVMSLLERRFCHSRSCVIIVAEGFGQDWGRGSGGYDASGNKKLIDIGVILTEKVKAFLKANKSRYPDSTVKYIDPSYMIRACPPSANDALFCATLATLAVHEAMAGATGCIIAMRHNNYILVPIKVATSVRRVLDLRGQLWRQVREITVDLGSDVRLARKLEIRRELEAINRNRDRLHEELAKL
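Compounds were pin-transferred as a titration series up to 57 uM into substrate buffer (0.5 mM F6P, 0.1 mM ATP, pH 8.0), then 1.25 nM PFK was added and reactions ran 45 min before ADP-Glo detection.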
AT treatment: qHTS Assay for Identifying a Potential Treatment of Ataxia-Telangiectasia | 0.19% of 320,000 active | Potency, µM (highest dose often 57.5 µM), for the others: at the top dose activation, hits mostly activators | AID 485349, 2010 | […] A-T fibroblasts, KAP-1 phosphorylation AlphaLISA; neocarzinostatin DNA damage 30 min before lysis; note: potency is the fitted concentration of half-maximal effect; % of control where 0% means no effect; nearly all actives have a fitted effect of over 45% in size
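ATM-like activity read as KAP-1 phosphorylation via AlphaLISA donor/acceptor antibody pairs after lysis and 6 hr at 25C. Cells were ATM-null patient fibroblasts ([…], hTERT), dosed 60 min, then exposed to the DSB inducer NCS for 30 min.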
BCR signal inh: qHTS Assay to Find Inhibitors of Chronic Active B-Cell Receptor Signaling | 0.05% of 340,000 active | AID 493014, 2011 | ABC-DLBCL IkBa-CBG/CBR reporter, luminescence ratio, 4 h | Potency, µM (titrated, usually from 46.1 µM), without a hit: at the highest dose ratio change, negative = lower green/red ratio, most hits filed as inhibitors; active = well fitted inhibition curve with a large enough effect in the signal ratio, with a control signal flat, not every such curve was filed as active; inconclusive = small, poorly fitted or top-dose-only effect, or effect the other way, or a change in a side signal; the % refers to the signal ratio;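 note: potency is the fitted concentration of half-maximal effect; plate controls were basal doxycycline-induced cells for no effect and cells given 10 µM MG132 for full effect; MG132 reads +100%, hits lower the ratio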
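TMD8 human ABC-DLBCL cells with doxycycline-inducible IκBα–green luciferase fusion and unfused red luciferase, in 0.5% FBS medium; compounds up to 46 uM, 4 h at 37C. Green/red luminescence ratio, filter-overlap corrected, fitted to concentration-response curves.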
hERG WT inh: qHTS for Inhibitors of KCHN2 3.1: Wildtype qHTS; Voltage-gated inwardly rectifying potassium channel KCNH2 (Homo sapiens), Q12809; U2OS, BacMam KCNH2, thallium flux FluxOr; stronger effect = lower value; activity change, % at 1.84 µM; 0.37% of 340,000 active; AID 720551, 2013;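 active = maximum activity change below -70%; inconclusive = maximum activity change between -70% and -50%; inactive = maximum activity change above -50%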; note: % is set by controls: 0 for no effect and ±100 for the full control effect
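U2OS cells were transduced with wild-type KCNH2 virus (2.03 x 10^8 / mL) for 4 h at room temperature, then cultured overnight at 37 C. Thallium flux was read with FluxOr dye. Rate constants were normalized to DMSO controls.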
TCR activator: Activators of T cell receptors: qHTS campaign | Potency, µM (highest dose often 9.22 µM), for the others: top-dose activation of IL-2 secretion, hits mostly activators | 330,000 tested, under 10 active | primary human leukocytes, anti-CD3, IL-2 HTRF, 48 h | AID 504894, 2011; note: % of control where 0% means no effect
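Compounds are tested in HTS on primary human leukocytes co-incubated with a-CD3 beads for 48 hr. IL-2 output is measured by time-resolved FRET.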
GALK inhibitor: qHTS Assay for Inhibitors of Human Galactokinase (GALK); Purified GALK, Kinase-Glo residual ATP luminescence; Potency, µM (top dose mostly 57.5 µM), for the others: top-dose activity change, negative = inhibition, actives largely listed as inhibitors; 0.007% of 270,000 active; AID 1868, 2009; note: potency is the fitted concentration of half-maximal effect; % is set by controls: 0 for no effect and ±100 for the full control effect
Target sequence (P51570 whole entry, looked up): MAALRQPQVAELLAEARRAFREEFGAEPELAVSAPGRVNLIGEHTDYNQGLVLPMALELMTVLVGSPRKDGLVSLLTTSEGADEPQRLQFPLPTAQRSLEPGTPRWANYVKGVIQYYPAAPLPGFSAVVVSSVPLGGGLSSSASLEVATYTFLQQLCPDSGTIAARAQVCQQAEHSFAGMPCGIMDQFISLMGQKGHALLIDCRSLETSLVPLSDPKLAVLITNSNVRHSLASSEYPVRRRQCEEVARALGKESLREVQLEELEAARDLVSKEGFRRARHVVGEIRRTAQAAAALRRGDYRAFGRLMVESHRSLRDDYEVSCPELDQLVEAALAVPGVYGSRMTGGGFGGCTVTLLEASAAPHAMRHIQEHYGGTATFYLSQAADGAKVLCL
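Quantitative HTS: GALK 5 nM, ATP 35 uM, galactose 100 uM, 1 h room temperature, then luciferase-based ATP detection.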
Giardia kill: Small Molecules that selectively kill Giardia lamblia: qHTS. activity change, % at 7.66 µM, hits read low. 0.15% of 340,000 active. Giardia lamblia trophozoite viability; in the data active = activity change below about -80%; inconclusive = between about -30% and that limit;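 note: parasites exposed to compound for two days anaerobically before the ATP read; % is set by controls: 0 for no effect and ±100 for the full control effect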
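ATP-content bioluminescence gauges trophozoite survival. Cells (100/well) receive compound and incubate anaerobically for 48 hrs at 37 deg C; detection reagent follows for 15-30 min at room temperature.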
Coupling enz: qHTS Assay for Inhibitors of Fructose-1,6-bisphosphate Aldolase from Giardia Lamblia: Coupling assay counterscreen | coupling enzyme system counterscreen, AmpLite Red fluorescence | activity change, negative = inhibition, % at 58.2 µM, hits read low | 0.67% of 290,000 active; in the data active = activity change below about -30%; note: % is set by controls: 0 for no effect and ±100 for the full control effect
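Counterscreen lacking aldolase: glyceraldehyde-3-phosphate coupling-enzyme reagent preincubated 10 min at RT with compound (at 57.5 uM final), then substrate/coupling system with AmpLite Red added; fluorescence read at 525/598 nm after 20 min RT.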
TSHR antag: Antagonists of the Thyroid Stimulating Hormone Receptor: HTS campaign; Thyrotropin receptor (Homo sapiens), P16473; TSHR-expressing cells, TSH-stimulated cAMP HTRF, 2 h; stronger effect = lower value; activity change, negative = inhibition, % at 11.5 µM; 0.2% of 330,000 active;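 active = activity change below a set negative limit, meaning inhibition stronger than a set level, cut at about -70% in these data; inconclusive = activity change between two set negative limits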; note: % is set by controls: 0 for no effect and ±100 for the full control effect
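Inhibition of cAMP made by TSHR-expressing cells under TSH stimulation (4nM final, EC80; 2 h, 37 deg C) is quantified with a one-step lysis HTRF kit, anti-cAMP cryptate versus cAMP-d2.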
CXXC DNA block: qHTS Fluorescence Polarization Assay for Inhibitors of MLL CXXC domain - DNA interaction; Histone-lysine N-methyltransferase 2A (Homo sapiens), Q03164; MLL-CXXC / FITC-HOXA9 DNA fluorescence polarization; Potency, µM (series often up to 115 µM), inactives show at the top dose activity change, negative = inhibition, usual class: inhibitors; 0.037% of 290,000 active; active = well fitted inhibition curve with a large enough effect in the polarisation, with a control signal flat, not every such curve was filed as active; inconclusive = small, poorly fitted or top-dose-only effect, or effect the other way, or a change in a side signal; inactive = no such curve, though single readings can be large or run the other way; the % refers to the polarisation; note: potency is the fitted concentration of half-maximal effect
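Steps: dispense CXXC domain solution (7 uM) → pin compounds or unlabeled HOX-A9 DNA control → 5 min ambient → add FLSN-HOX-A9 solution (50 nM) → spin → 30 min ambient → fluorescence polarization. Tris pH 7.5/NaCl/DTT/BSA buffer.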
Numbers without * were called inactive; ? = inconclusive; · = no result given; [ ] = remark or other dose. Unless noted, calls come from the whole dose curve; as a rule, active = well fitted curve in the direction sought with a large enough effect; inconclusive = small, poorly fitted or top-dose-only effect, or another doubt; inactive = no such curve, though single readings can be large; an effect the other way counts as inactive or inconclusive.

Order of results: TSHR antag | TCR activator | GALK inhibitor | Giardia kill | hERG WT inh | BCR signal inh | Tb PFK block | AT treatment | CXXC DNA block | Coupling enz
#1 CCOC(=O)CSc1nnc(C)c(=O)[nH]1
  3 | 5% | 0% | 2 | -8 | 2% | 0% | 2% | 5% | 0
#2 Cc1cc(C)cc(-n2c(C)cc(/C=N/NC(=O)CSc3ncccn3)c2C)c1
  34 | -2% | -4% | -7 | -5 | 0% | 5% | 5% | 7% | 1
#3 COc1ccc(Cc2nnc(Nc3ccccc3)s2)cc1Br
  2 | -2% | 0% | -15 | -9 | -8% | 5% | 14% | 27% | 0
#4 Cc1ccc(S(=O)(=O)N(CC(=O)N2CCCCC2)c2cccc(C)c2)cc1
  -1 | 1%[46.1 µM] | 0% | -12 | -3 | 5% | 0% | 2% | 2% | 1
#5 O=C(c1ccc2ccccc2c1)C1CCCN(S(=O)(=O)c2cccnc2)C1 (stereo not drawn)
  -6 | 2% | 4% | 46[activator] | -1 | ? | 0% | 3% | -3% | -2
#6 COc1ccc(S(=O)(=O)N(C)CC(=O)Nc2ccc(C(F)(F)F)cc2)cc1Cl
  -9 | -12% | 0% | -3 | -5 | ? | 1% | -5% | 33%[activator] | 0
#7 O=C(N/C(=C/c1cccs1)C(=O)N1CCCC1)c1ccccc1
  10 | -4% | -2% | 3 | -20 | 3% | 0% | 2% | 25% | 0
#8 Cc1ccc(C(=O)NCCCNC(=O)Cc2ccccc2)cn1
  41 | 10% | 0% | 9 | -2 | -10% | -4% | 9% | 9% | 0
#9 COc1cc(SC)ccc1C(=O)Nc1ccc2c(c1)CCC2
  -1 | -6% | 4% | -18 | 0 | -19% | -3% | 2% | 15% | -12
#10 O=C(O)C1CCN(c2ccc(S(=O)(=O)N3CCCCC3)cc2[N+](=O)[O-])CC1
  -7 | 0% | · | ? | -11 | -1% | 0% | -2% | · | ·
#11 C=CC[C@@H](CC(=O)N[C@H](CO)Cc1ccccc1)C(=O)N[C@@H](C)COC(=O)[C@@H](CC=C)Cc1ccc(F)cc1
  1 | -2% | · | 10 | 10 | 0% | 1% | 11% | · | ·
#12 COc1ccc(Oc2nccc(OC)c2C#N)cc1
  -4 | -2% | -2% | -8 | 1 | ? | -1% | 1% | -1% | -2
#13 CNC(=O)c1nc(C)n(-c2ccc([N+](=O)[O-])cc2)n1
  -3 | 6% | -7% | 24 | 4 | 2% | 1% | -2% | 5% | 1
#14 CN(CCOc1ccccc1)CC(=O)Nc1ccc(Cl)c(S(=O)(=O)N(C)C)c1
  1 | -1% | -1% | 11 | -1 | -1% | -1% | 8% | -2% | -1
#15 Cc1cnc(C(=O)OCC(=O)c2ccc(Br)s2)cn1
  15 | -4% | · | -17 | -13 | 0% | -1% | -9% | · | ·
#16 O=C1[C@H]2[C@@H](c3ccc(F)cc3)N3C(=O)N(c4cccc(Cl)c4)C(=O)[C@@]3(Cc3ccccc3)[C@H]2C(=O)N1C1CCCCC1
  -5 | 1% | · | -5 | -15 | 1% | 0% | 30% | · | ·
#17 O=S(=O)(N/N=C/c1ccc(F)cc1)c1ccccc1
  3 | -7% | 2% | 3 | -3 | 6% | 1% | 3% | -6% | 4
#18 Cc1cnn(CCC(=O)NNC(=S)Nc2cccc(Cl)c2)c1
  -1 | 0% | -3% | 3 | -2 | 1% | 2% | 1% | -5% | ·
#19 CC1CCc2nc(NC(=O)C3CCCO3)sc2C1 (stereo not drawn)
  8 | 0% | 0% | 10 | -2 | ? | -3% | 0% | 0% | -8
#20 Cc1onc(-c2ccccc2Cl)c1C(=O)NCC(=O)O
  -3 | · | 0% | -13 | -2 | -3% | 3% | -2% | 2% | 0
#21 COc1cc(C(=O)NC(=S)NCc2ccco2)cc(OC)c1OC
  15 | · | 0% | 3 | 1 | ? | 3% | 8% | -4% | -2
#22 Cc1ccc(NC(=O)c2ccco2)c(NC(=O)C2CCCO2)c1 (stereo not drawn)
  4 | -5% | 2% | 11 | -10 | -1% | 0% | -2% | 12% | -1
#23 CC(C)(C)Cc1nnc(NC(=O)c2ccc3c(c2)OCO3)s1
  18 | 3% | 4% | -7 | -10 | 2% | ? | -8% | -3% | -1
#24 O=C(O)CSCC(=O)N1CCN(c2ncnc3scc(-c4ccccc4)c23)CC1
  2 | 0% | 2% | -12 | 17 | 0% | 0% | -7% | -1% | 4
#25 Cc1c(C(=O)O)cccc1-n1c(C)cc(C=O)c1C
  9 | 6% | 7% | 4 | 0 | 1% | -2% | 0% | -2% | 0
#26 O=C(c1ccccc1F)N1CCOCC1
  -2 | -3% | -2% | 8 | 2 | ? | 3% | -2% | -8% | 1
#27 Cc1nn2c(NCCCN(C)C)c3c(nc2c1-c1ccccc1)CCCC3
  -3 | 7% | 5% | -7 | 3 | ? | -2% | -13% | -1% | 7
#28 COC(=O)c1ccc(NC(=O)CO/N=C2\CCCc3nonc32)cc1
  11 | · | -1% | -1 | -6 | ? | 4% | 3% | -5% | -3
#29 CCc1ccc(CN(C)C(=O)c2cc(COc3cccc4cnccc34)on2)cc1
  -47 | 4% | 5% | -3 | -7 | ? | 0% | 2% | 9% | -1
#30 COc1ccc(-c2nc3ccccc3[nH]2)cc1
  -5 | -1% | 7% | ? | -6 | ? | -14% | 3% | -6% | -10
#31 CCN(CC)c1ccc(C=NCCNS(=O)(=O)c2ccc(C)cc2)cc1
  36 | 4% | 0% | -16 | -5 | ? | -24% | 24% | -1% | -2
#32 CCOc1cc(/C=N/NC(=O)c2c(-c3ccccc3)noc2C)ccc1O
  14 | 0% | 4% | 28 | 1 | -7% | -5% | -1% | -8% | 1
#33 COc1ccc(CCN(C)CCN2C(=O)c3ccccc3C2=O)cc1OC
  -12 | 0% | -2% | -12 | 28 | -1% | 2% | 19% | -2% | 0
#34 O=C(CSc1nc(-c2ccccc2)cs1)Nc1ccccc1[N+](=O)[O-]
  -23 | -1%[46.1 µM] | 0% | -2 | 17 | 0% | 0% | 0% | -1% | -12
#35 CCC1Oc2ccccc2N(CC(=O)NCc2cccs2)C1=O (stereo not drawn)
  -5 | -3% | -1% | -15 | 18 | 12% | -2% | 1% | -4% | 0
#36 COc1ccc(S(=O)(=O)n2nc(C)cc2C)c(C)c1C
  -2 | -1% | 1% | -7 | -10 | ? | -7% | 8% | 3% | 0
#37 CCc1cccc(CC)c1C(O)c1cccnc1 (stereo not drawn)
  -24 | -3%[46.1 µM] | 3% | 3 | -1 | 6% | -4% | 5% | 13% | 0
#38 O=C(CSc1n[nH]c(-c2ccccc2O)n1)NC1CCCCC1
  10 | 6% | -3% | -13 | 14 | 2% | 9% | -2% | -9% | 1
#39 CCC(C)(C)NC(=O)CN(Cc1cccs1)C(=O)CNS(=O)(=O)c1ccc(C)cc1
  11 | 10% | -1% | -2 | 17 | -19% | -5% | 1% | 14% | 1
#40 O=C(COC(=O)C1CC1)Nc1c(Cl)cccc1C(F)(F)F
  19 | 7% | · | -14 | -3 | 4% | 4% | 3% | · | ·

An excerpt of these results, in transposed form.
23: CC(C)(C)Cc1nnc(NC(=O)c2ccc3c(c2)OCO3)s1
24: O=C(O)CSCC(=O)N1CCN(c2ncnc3scc(-c4ccccc4)c23)CC1
25: Cc1c(C(=O)O)cccc1-n1c(C)cc(C=O)c1C
26: O=C(c1ccccc1F)N1CCOCC1
27: Cc1nn2c(NCCCN(C)C)c3c(nc2c1-c1ccccc1)CCCC3

Screen / compound no. | 23 | 24 | 25 | 26 | 27
TSHR antag | 18 | 2 | 9 | -2 | -3
TCR activator | 3% | 0% | 6% | -3% | 7%
GALK inhibitor | 4% | 2% | 7% | -2% | 5%
Giardia kill | -7 | -12 | 4 | 8 | -7
hERG WT inh | -10 | 17 | 0 | 2 | 3
BCR signal inh | 2% | 0% | 1% | ? | ?
Tb PFK block | ? | 0% | -2% | 3% | -2%
AT treatment | -8% | -7% | 0% | -2% | -13%
CXXC DNA block | -3% | -1% | -2% | -8% | -1%
Coupling enz | -1 | 4 | 0 | 1 | 7

From PubChem
